tim23-1 inh – growth inhibitors of tim23-1 mutant yeast, primary screen, luminescence, uHTS. S. cerevisiae tim23-1 growth, BacTiter-Glo luminescence, 24 h. inhibition, % at 20 µM. actives 1.3% (n = 330,000). AID 463212, 2010;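 active = growth inhibition of the mutant yeast at or above 50%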;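 also: temperature-sensitive mutant grown at 25 °C; plate controls were DMSO-treated mutant yeast for no effect and medium wells lacking yeast for full effect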
NR3A LBD binder – binders of NR3A ligand-binding domain, primary screen, biophysical, differential scanning fluorimetry, uHTS; Glutamate receptor ionotropic, NMDA 3A (GRIN3A) ligand-binding domain; NR3A LBD differential scanning fluorimetry, Tm shift; 0% = protein alone, 100% = glycine-bound protein; Tm shift relative to glycine control, % at 25 µM; actives 2.5% (n = 340,000); AID 1259313, 2017;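 active = melting temperature shift of at least 10% of the positive control shift, at one fixed dose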
TIM10 inh – growth inhibitors of isogenic TIM10 control yeast, primary screen, counter-screen for tim10-1 yeast inhibitor project, luminescence, uHTS | actives 1.4% (n = 330,000) | S. cerevisiae TIM10 strain growth, BacTiter-Glo luminescence, 24 h | AID 463195, 2010 | inhibition, % at 10 µM;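 active = inhibition of 40% or more at the single tested concentration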;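 also: wild-type TIM10 isogenic control strain grown at permissive 25 °C; 0% = DMSO yeast wells and 100% = minimal medium wells without yeast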
beta cell repl – inducers of MIN6 beta-cell proliferation, primary screen, ATP luminescence, uHTS; proliferation, % at 10 µM; actives 0.29% (n = 330,000); MIN6 cells proliferation, ATPlite luminescence, 48 h; cells starved in 0.2% serum; 100% = growth in 10% serum; AID 2380, 2010;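 active = compounds whose signal lies at least 3.5 SD above the mean of all wells on their plate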;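 also: 0% = DMSO-treated cells in low-serum medium and 100% = 10% serum control; some compounds called inactive have numbers as strong as hits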
NLRP3 yeast inh – NALP3 inflammasome inhibitors in reconstituted yeast, primary screen, luminescence, uHTS; Yeast reconstituted NLRP3/ASC/caspase-1, beta-gal luminescence, 24 h; inhibition, % at 10 µM; actives 0.39% (n = 330,000); AID 2825, 2010;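 active = inhibition of 50% or more; inactive = inhibition below 50%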;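 also: plate controls were induced DMSO wells for no effect and uninduced yeast grown without galactose for full effect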
MPTP inh – mitochondrial permeability transition pore inhibitors, primary screen, biochemical, isolated mouse mitochondria, absorbance. Ca2+ swelling absorbance, 30 min. inhibition, % at 10 µM. actives 1.4% (n = 360,000);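 active = inhibition of 50% or more, scaled per plate between neutral and stimulator controls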;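 also: 0% = DMSO wells given calcium and 100% = 1 mM EGTA wells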
APJ ag – agonists of human apelin receptor APJ, primary screen, CHO-K1 cells, PathHunter beta-arrestin, luminescence; actives 0.11% (n = 330,000); 0% DMSO wells, 100% apelin; activation, % at 20 µM; P35414;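 active = activation more than six SD over the plate average, tested at 20 µM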;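 also: 0% = DMSO alone and 100% = apelin-13 at 10 nM; some results filed as inactive read as strong as hits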
Target sequence (P35414 whole entry, looked up): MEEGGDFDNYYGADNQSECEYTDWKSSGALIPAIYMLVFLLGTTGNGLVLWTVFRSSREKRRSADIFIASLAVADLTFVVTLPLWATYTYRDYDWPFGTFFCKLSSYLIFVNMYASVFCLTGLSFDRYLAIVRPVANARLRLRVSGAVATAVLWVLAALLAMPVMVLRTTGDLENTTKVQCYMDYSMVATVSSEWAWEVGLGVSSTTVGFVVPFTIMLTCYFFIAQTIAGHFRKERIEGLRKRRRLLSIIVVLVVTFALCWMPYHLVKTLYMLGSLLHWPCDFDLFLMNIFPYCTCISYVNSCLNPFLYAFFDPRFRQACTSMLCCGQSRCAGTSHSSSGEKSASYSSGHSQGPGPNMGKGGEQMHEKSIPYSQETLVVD
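Material: engineered CHO-K1 APJ arrestin reporter cells; amount: 1000 CHO-K1 reporter cells seeded per well; incubation: compound stimulation 90 min at 25 °C, detection 60 min; signal: luminescent beta-gal fragment complementation, chemiluminescent substrate; read-out basis: APJ agonist activity; controls: DMSO-only wells as negative, 10 nM Apelin-13 as positive control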
APJ antag – antagonists of human apelin receptor APJ, primary screen, CHO-K1 cells, beta-arrestin complementation, luminescence. actives 0.32% (n = 330,000). AID 2521, 2010. inhibition, % at 20 µM. P35414;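 active = inhibition above about 40% at 20 µM, limit read from the data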;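 also: cells challenged with 10 nM apelin-13 agonist together with compound; plate controls were apelin-13 plus DMSO wells for no effect and DMSO wells lacking apelin-13 for full effect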
tim10-1 inh – growth inhibitors of tim10-1 mutant yeast, primary screen, luminescence, uHTS | S. cerevisiae tim10-1 ts strain growth, BacTiter-Glo, 24 h | inhibition, % at 20 µM | actives 2.2% (n = 330,000);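 active = inhibition of at least 40%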;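 also: mutant grown at 25 °C; 0% = DMSO wells with yeast and 100% = wells holding no yeast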
* hit, by the source's call; . = not tested or not shown; & = joins results of further samples.

SMILES	tim23-1 inh	NR3A LBD binder	TIM10 inh	beta cell repl	NLRP3 yeast inh	MPTP inh	APJ ag	APJ antag	tim10-1 inh
O=C(NCCC1CCCCN1S(=O)(=O)c1ccc(F)cc1)C(=O)NCC1CCCO1 (stereo unspecified)	-2	0	4	-1	14	-0.4	10	8	9
Cc1cc([N+](=O)[O-])nn1CC(=O)NNC(=S)Nc1ccc([N+](=O)[O-])cc1	2	4	-7	-2	26	-0.5	-7	47*	9
O=C1CCC(C(=O)Nc2nnc(C3CC3)s2)=NN1	-1	-1	-8	-3	5	-0.3	-1	14	-3
Cc1noc(C)c1COc1ccccc1C(=O)N1CCN(c2cccc(Cl)c2)CC1	13	-1	-11	-4	11	-0.7	-3	9	12
CCCNC(=O)Nc1ccc(C)cc1C	4	-411	2	-3	18	0.7	1	15	6
COc1cc(C(=O)OCC(=O)NCCN2C(=O)CSC2=O)ccc1OCc1c(C)noc1C	8	-1	-9	3	0	0.2	-1	11	4
CCCn1cc2c(c1-c1ccc(C)cc1)c(=O)n(C)c(=O)n2C	3	-3	-9	-2	16	2.1	-3	21	1
COc1ccc(C(=O)COc2ccc(C)cc2NC(C)=O)cc1	14	-1	27	-3	21	12	5	-16	26
O=S(=O)(/N=C(/Nc1ccc(F)cc1F)c1ccccc1)c1ccc(Br)cc1	12	.	0	0	1	.	0	-22	6
Cn1c(=O)c2nc(-c3ccccc3)c(-c3ccccc3)nc2n(C)c1=O	49	1	-29	-2	26	5.0	-7	10	12
O=C(COc1c(Br)cc(Br)c2cccnc12)Nc1ccccc1F	2	-2	17	1	9	-1.3	-2	7	15
Cc1cc(OC(C)C(=O)Nc2ccc(S(=O)(=O)Nc3onc(C)c3C)cc2)cc(C)c1Cl (stereo unspecified)	13	-5	14	-4	7	0.4	0	16	-9
O=[N+]([O-])c1cccc(CNCc2ccccc2)c1	17	0	-7	-2	9	-1.6	-3	12	4
O=C(CSc1nnc(CN2CCCC2)n1-c1ccccc1)c1ccc2c(c1)OCO2	10	-1	-6	-6	16	-1.6	-1	5	4
CN(c1ccc(C(=O)Nc2cccc([N+](=O)[O-])c2)cc1)S(C)(=O)=O	19	2	-1	-3	11	3.5	-3	0	3
O=S(=O)(NCCc1ccccc1)c1cccc2cccnc12	18	1	16	-1	21	-1.4	-3	13	-5
O=C1c2ccccc2S(=O)(=O)c2cc(N3CCN(c4ccccn4)CC3)ccc21	0	1	-6	12*	14	0.2	3	5	-17
Cc1ccc(S(=O)(=O)N2CCOC23CCN(S(=O)(=O)c2cccs2)CC3)cc1	8	12*	0	3	0	0.8	-7	-22	-4
COCCN(CCOC)C(=O)c1c[nH]c2ccc(S(=O)(=O)N(C)c3ccc(F)cc3)cc2c1=O	-1	1	8	-1	13	-0.6	-2	12	12
COC(=O)C1=C(C)NC(C)=C(C(=O)OC)C1C(=O)OCC(=O)N1c2ccccc2CC1C (stereo unspecified)	3	0&1	3	-2	3	-1.0&-2.1	0	4	12
COc1ccc(CNC(=O)[C@@H](NC(=O)C2CCN(C(=O)[C@@H](N)Cc3ccccc3)CC2)C(C)C)cc1	3	-2	-1	0	-2	-0.5	-2	14	-8
CC(C)c1ccc(-c2nnn(CC(=O)N3CCCCC3)n2)cc1	23	-2	-4	1	13	0.0	1	3	14
COc1cc2c(cc1OC)CN(CC(=O)Nc1cccc(C(F)(F)F)c1)CC2	11	3	-22	-2	24	0.4	-4	6	5
Cc1nc(-c2ccccc2)sc1C(=O)CSc1ccccc1	27	1	-5	1	24	1.3	-2	-4	4
Nc1ccccc1C(=O)/C=C/c1ccc2c(c1)OCO2	46	5	32	-3	25	-0.2	-8	17	44*
CCOC(=O)c1cnn(-c2nc3c(C)cccc3s2)c1C(F)(F)F	19	1	13	-4	13	-0.6	-4	8	29
COCCNC(=O)CN(c1ccc(C)cc1)S(=O)(=O)c1ccc(SC)cc1	5	0	13	0	11	-0.1	-3	-17	11
COCCn1c(SCC(=O)N2CCC(C)CC2)nc2c(c1=O)SCC2	12	11*	10	1	-11	0.7	3	-7	10
Cc1cccc([N+](=O)[O-])c1NC(=O)COC(=O)c1nc2nccc(C)n2n1	8	0	1	4	19	-3.6	-5	0	2
Cc1ccc(N2CC(C(=O)NC3=NCCS3)CC2=O)cc1 (stereo unspecified)	9	0	1	0	5	1.0	1	-2	0
CCOC(=O)c1ccc(S(=O)(=O)NC2CCC(C)CC2)cc1 (stereo unspecified)	49	-1	-2	-6	26	0.1	-2	-1	19
CCOC(=O)C1=C(COC(=O)/C=C/c2ccccc2F)NC(=O)NC1C (stereo unspecified)	13	1	3	12*	-5	-1.5	2	1	6
CCOC(=O)[C@@H]1[C@H]2COc3ccccc3[C@H]2N2C(=O)N(c3ccc(Cl)cc3)C(=O)[C@@]12C	38	3	4	-6	-4	0.0	2	-16	14
CCCCNC(=O)c1cc(-c2ccc(OC)c(OC)c2)on1	-13	-2	-7	2	18	-0.3	-6	14	12
CCOC(=O)c1nc(-c2ccccc2)sc1C(C)=O	2	0	-6	-2	32	1.6	-2	-4	6
COc1ccc(OCC(=O)NNC(=S)NC(=O)c2ccc([N+](=O)[O-])cc2)cc1	0	1	26	-3	16	1.3	0	-8	-7
COc1ccc(CCNC(=O)c2cc3c(=O)n4cccc(C)c4nc3n(CC3CCCO3)c2=N)cc1 (stereo unspecified)	7	5	1	-4	15	-1.4	-2	21	21
CCCn1c2ccccc2c2cnn(CC(=O)NC3CCCC(C)C3C)c(=O)c21 (stereo unspecified)	-3	2	-2	0	6	1.7	-1	26	3
CSCC[C@H](NC(=O)NCCC1=CCCCC1)C(=O)O	-2	-1	-11	0	-13	1.3	3	7	-3
Cc1ccc(S(=O)(=O)N(CC(=O)Nc2ccccc2C(=O)O)c2ccccc2)cc1	19	2	-4	-2	6	-1.0	-2	-12	24
CC(NC(=O)C1CCCN(C(=O)c2ccc(Cl)cc2)C1)c1cccc(C(F)(F)F)c1 (stereo unspecified)	31	-1	-8	-4	5	-0.1	-2	4	3
CCOC(=O)C1=C(C)NC2=C(C(=O)OC2)C1c1ccccc1 (stereo unspecified)	0	0	5	3	21	-2.8	-2	6	-11
O=C(c1cccc(NS(=O)(=O)c2ccccc2)c1)N1CCCCC1	8	0	1	1	9	0.5	-2	8	2
O=C(CN1C(=O)NC2(CCc3ccccc3C2)C1=O)Nc1ccc(F)cc1 (stereo unspecified)	15	-2	9	0	9	-0.1	-3	-2	8
CC1Cc2cc(S(=O)(=O)N3CCC(C(=O)N(C)Cc4ccco4)CC3)ccc2N1C(=O)C1CCC1 (stereo unspecified)	5	5	-2	-2	16	2.4	-4	7	16
CCOC(=O)C(NC(=O)c1ccccc1)(OCC1(CC)COC1)C(F)(F)F (stereo unspecified)	13	5	15	-1	1	-2.2	1	-20	13
O=C(CNc1ccc(F)cc1)N/N=C1\CCCc2ccccc21	10	2	8	0	17	-0.3	-3	8	29
CCOc1ccc(CCNC(=O)c2cnccn2)cc1OCC	7	-1	14	-1	20	2.1	0	9	-16

Some of these compounds in order of SMILES length, rising:
SMILES	tim23-1 inh	NR3A LBD binder	TIM10 inh	beta cell repl	NLRP3 yeast inh	MPTP inh	APJ ag	APJ antag	tim10-1 inh
CCOC(=O)c1nc(-c2ccccc2)sc1C(C)=O	2	0	-6	-2	32	1.6	-2	-4	6
CSCC[C@H](NC(=O)NCCC1=CCCCC1)C(=O)O	-2	-1	-11	0	-13	1.3	3	7	-3
O=C(CNc1ccc(F)cc1)N/N=C1\CCCc2ccccc21	10	2	8	0	17	-0.3	-3	8	29
CCOC(=O)C1=C(C)NC2=C(C(=O)OC2)C1c1ccccc1 (stereo unspecified)	0	0	5	3	21	-2.8	-2	6	-11
O=C(c1cccc(NS(=O)(=O)c2ccccc2)c1)N1CCCCC1	8	0	1	1	9	0.5	-2	8	2
O=C(CN1C(=O)NC2(CCc3ccccc3C2)C1=O)Nc1ccc(F)cc1 (stereo unspecified)	15	-2	9	0	9	-0.1	-3	-2	8
CCOC(=O)C(NC(=O)c1ccccc1)(OCC1(CC)COC1)C(F)(F)F (stereo unspecified)	13	5	15	-1	1	-2.2	1	-20	13
Cc1ccc(S(=O)(=O)N(CC(=O)Nc2ccccc2C(=O)O)c2ccccc2)cc1	19	2	-4	-2	6	-1.0	-2	-12	24
COc1ccc(OCC(=O)NNC(=S)NC(=O)c2ccc([N+](=O)[O-])cc2)cc1	0	1	26	-3	16	1.3	0	-8	-7
CC(NC(=O)C1CCCN(C(=O)c2ccc(Cl)cc2)C1)c1cccc(C(F)(F)F)c1 (stereo unspecified)	31	-1	-8	-4	5	-0.1	-2	4	3
CC1Cc2cc(S(=O)(=O)N3CCC(C(=O)N(C)Cc4ccco4)CC3)ccc2N1C(=O)C1CCC1 (stereo unspecified)	5	5	-2	-2	16	2.4	-4	7	16

Going on with the list:
SMILES	tim23-1 inh	NR3A LBD binder	TIM10 inh	beta cell repl	NLRP3 yeast inh	MPTP inh	APJ ag	APJ antag	tim10-1 inh
Cc1ccccc1COc1ccc(/C(O)=C2/C(=O)C(=O)N(CCCn3ccnc3)C2c2ccco2)cc1 (stereo unspecified)	6	0	3	-1	22	-3.6	-3	-4	33
Cc1noc(C)c1C(=O)Nc1sc(C)c(-c2ccccc2)c1C#N	36	-7	16	-5	13	74*	-3	7	33
Cn1c(NC(=O)c2ccccc2C(F)(F)F)cc(=O)n(C)c1=O	-7	-1	-8	0	-4	-1.3	-3	13	12
C=CCNC(=S)NNc1nc2c(c(=O)[nH]1)C1(CCCCC1)Cc1ccccc1-2	31	7	39	-6	5	36	2	-7	52*
CC(Nc1cc(N2CCCC2)ccc1[N+](=O)[O-])c1ccccc1 (stereo unspecified)	8	5	14	-3	2	-1.1	-5	2	7
O=C1C(CCCNC(=S)NCc2ccccc2)NC(=S)N1Cc1ccccc1 (stereo unspecified)	-6	0	9	-3	13	40	-4	20	12
CCn1nc(C)c(CNC(=O)C2CCC(=O)N(CCc3ccc(OC)cc3)C2)c1C (stereo unspecified)	6	2	3	1	2	-0.6	-2	18	-8
Cc1ccccc1C(=O)NC1CCCN(Cc2ccccc2F)C1 (stereo unspecified)	8	0	-3	-3	10	1.8	-4	15	8

Arranged by count of non-hydrogen atoms (lowest first): 3 of the compounds above
SMILES	tim23-1 inh	NR3A LBD binder	TIM10 inh	beta cell repl	NLRP3 yeast inh	MPTP inh	APJ ag	APJ antag	tim10-1 inh
O=C1C(CCCNC(=S)NCc2ccccc2)NC(=S)N1Cc1ccccc1 (stereo unspecified)	-6	0	9	-3	13	40	-4	20	12
CCCn1c2ccccc2c2cnn(CC(=O)NC3CCCC(C)C3C)c(=O)c21 (stereo unspecified)	-3	2	-2	0	6	1.7	-1	26	3
CCn1nc(C)c(CNC(=O)C2CCC(=O)N(CCc3ccc(OC)cc3)C2)c1C (stereo unspecified)	6	2	3	1	2	-0.6	-2	18	-8

Not a hit list; 7.2% or so of the library scored in one or more.
